Bioassay records as filed in PubChem.
p-CIP stab down = p/CIP-EGFP fusion destabilizers, primary screen, fluorescence, F442A cells; decrease of EGFP signal, % at 10 µM; 16 h; Q05BA5; AID 1984, 2009; 290,000 compounds, 0.01% hits;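 active means EGFP signal decrease of at least 30% at 10 µM or well 3 SD below plate mean, unless failing retest; inactive means the rest, including hits failing retest or dose response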; further: some compounds called inactive have numbers as strong as hits; many of its hits are not listed in these tables
MEKK3 PB1 HTS = modulators of MEKK3-MEK5 PB1 binding, primary screen, biochemical, wildtype MEKK3, multiplex bead flow cytometry, Alexa488-MEK5; bead-based flow cytometry, Alexa488-MEK5 binding to MEKK3; actives lie on both sides; 0 = blocked by unlabeled MEK5, 100 = vehicle; 290,000 compounds, 1.4% hits; AID 1529, 2009; Mitogen-activated protein kinase kinase kinase 3 (Homo sapiens), Q99759; binding response (% of control), % at 10 µM;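 active means binding response more than 3 SD above or below the average of its plate-row segment, actives on both sides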;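 further: Alexa488 bead fluorescence after subtracting the streptavidin-only scavenger bead signal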
Target sequence (Q99759 whole entry, looked up): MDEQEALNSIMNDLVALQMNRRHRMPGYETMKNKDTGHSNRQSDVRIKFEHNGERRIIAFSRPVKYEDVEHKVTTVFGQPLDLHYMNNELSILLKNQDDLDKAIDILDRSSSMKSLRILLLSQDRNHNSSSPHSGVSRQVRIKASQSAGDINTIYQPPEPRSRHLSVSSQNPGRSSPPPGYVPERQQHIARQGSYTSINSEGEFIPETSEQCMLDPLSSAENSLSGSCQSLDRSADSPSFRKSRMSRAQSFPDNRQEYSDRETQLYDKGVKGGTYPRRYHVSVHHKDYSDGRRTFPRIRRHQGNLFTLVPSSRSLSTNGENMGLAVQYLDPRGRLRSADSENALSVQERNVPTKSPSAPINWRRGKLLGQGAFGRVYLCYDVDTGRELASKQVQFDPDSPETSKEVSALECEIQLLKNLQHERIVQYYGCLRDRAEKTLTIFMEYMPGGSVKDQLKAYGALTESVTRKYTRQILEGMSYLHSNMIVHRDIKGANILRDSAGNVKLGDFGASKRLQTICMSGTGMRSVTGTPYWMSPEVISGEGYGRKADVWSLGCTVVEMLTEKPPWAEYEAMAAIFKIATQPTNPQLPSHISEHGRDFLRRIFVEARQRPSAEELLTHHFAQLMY
IDE act = human IDE activators in live cells, primary screen, fluorescence polarization, HEK cells, FAbeta-B substrate; 340,000 compounds, 0.073% hits; FAbeta-B cleavage; 0% vehicle, 100% cell-free pure enzyme wells; activation, % at 5.96 µM; Insulin-degrading enzyme (Homo sapiens), P14735;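 active means activation above the mean of all tested compounds plus 3 SD, set per screening campaign, cut at about 17% in these data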
UBC9 SUMO inh = inhibitors of in vitro SUMOylation cascade, primary screen, biochemical, HTRF, uHTS; HTRF SUMOylation assay, SAE1/SAE2 + UBC9; 290,000 compounds, 0.36% hits; inhibition, % at 35 µM; SUMO-conjugating enzyme UBC9 (Homo sapiens), P63279; in the data active means inhibition above about 50%, passing the limit was not always enough; further: strong numbers were not always called active
Target sequence (P63279 whole entry, looked up): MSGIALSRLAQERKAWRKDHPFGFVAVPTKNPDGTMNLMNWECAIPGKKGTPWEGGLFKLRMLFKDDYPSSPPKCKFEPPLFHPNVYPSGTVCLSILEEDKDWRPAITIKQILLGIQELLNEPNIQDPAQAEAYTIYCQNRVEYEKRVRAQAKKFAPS
VIM-2 inh = VIM-2 metallo-beta-lactamase inhibitors, primary screen, biochemical, epi-absorbance readout, Pseudomonas aeruginosa enzyme | purified VIM-2, nitrocefin hydrolysis, epi-absorbance fluorescence | inhibition, % at 5.6 µM | 290,000 compounds, 0.89% hits;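 active means inhibition above the mean of all tested compounds plus 3 SD, cutoff set per screening run, cut at about 7.5% in these data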;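 further: red hydrolysis product quenches plate fluorescence so inhibitors raise well fluorescence; 0% = enzyme with DMSO and 100% = DMSO without enzyme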
IMP-1 inh = IMP-1 metallo-beta-lactamase inhibitors, primary screen, biochemical, epi-absorbance readout, Pseudomonas aeruginosa enzyme; purified IMP-1, nitrocefin hydrolysis, epi-absorbance fluorescence; inhibition, % at 5.6 µM; 290,000 compounds, 0.45% hits; AID 1556, 2009;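 active means inhibition above the mean plus 3 SD of all compounds in the same screening run, cut at about 4.5% in these data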;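 further: 0% = IMP-1 with DMSO and 100% = DMSO wells lacking enzyme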
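Test system: recombinant IMP-1 enzyme, purified / Medium: HEPES buffer pH 7.1 with ZnSO4 and Brij 35 / Doses: single dose, 5.6 µM / Times: 25 °C, 15 min preincubation, 25 min reaction / Detection: Epi-absorbance via hydrolysed-nitrocefin quenching of white-plate fluorescence, 480/530 nm, EDTA stop / Evaluation: percent inhibition from optical density relative to buffer-blank wells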
HCV NS3 hel inh = inhibitors of HCV NS3 helicase, primary screen, biochemical, Cy5 molecular beacon fluorescence; NS3 helicase DNA unwinding; 290,000 compounds, 0.56% hits; inhibition, % at 10.9 µM; Hepatitis C virus NS3 helicase;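 active means inhibition above the mean of all tested compounds plus 3 SD, set per campaign, cut at about 35% in these data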;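 further: 0% = DMSO wells and 100% = thioflavine S control wells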
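Test system: hepatitis C virus NS3 helicase domain fragment enzyme. Also added: annealed dual-labelled DNA beacon duplex, ATP-started. Timing: 60 min unwinding reaction at 25 °C after ATP addition. Technique: Cy5 fluorescence. Measure: % inhibition of unwinding.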
PHOSPHO1 inh = PubChem AID 1565; 290,000 compounds, 1.1% hits; recombinant PHOSPHO1, absorbance phosphatase assay; inhibition, % at 13.3 µM; Phosphoethanolamine/phosphocholine phosphatase (Homo sapiens), Q8TCT1; in the data active means inhibition above about 60%
Target sequence (Q8TCT1 whole entry, looked up): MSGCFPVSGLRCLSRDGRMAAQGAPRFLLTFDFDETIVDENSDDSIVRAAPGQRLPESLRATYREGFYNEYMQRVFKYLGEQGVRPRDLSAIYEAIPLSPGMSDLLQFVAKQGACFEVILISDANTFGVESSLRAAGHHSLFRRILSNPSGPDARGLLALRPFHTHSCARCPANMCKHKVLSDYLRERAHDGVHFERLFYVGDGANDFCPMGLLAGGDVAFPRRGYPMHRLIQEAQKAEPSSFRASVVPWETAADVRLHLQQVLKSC
FID counter = compounds displacing fluorescent DNA intercalator, primary screen, artefact control for HCV NS3 helicase inhibitor project, biochemical, FID fluorescence; DNA fluorescent intercalator displacement; inhibition, % at 7.9 µM; 290,000 compounds, 0.17% hits; AID 1845, 2009; in the data active means inhibition above about 37%;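 further: 0% = vehicle and 100% = reference compound; higher means more ethidium bromide displaced from hairpin DNA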
* hit, by the source's call; x = no result given; [ ] = another dose, or the depositor's remark.

SMILES	p-CIP stab down	MEKK3 PB1 HTS	IDE act	UBC9 SUMO inh	VIM-2 inh	IMP-1 inh	HCV NS3 hel inh	PHOSPHO1 inh	FID counter
CCC(C)Sc1nnc(NC(=O)C2CCN(C(=O)c3ccco3)CC2)s1 (stereo unspecified)	0	103	4	10	-0.3	-2.1	-28	23	-44
Cc1ccc2nc(Cl)c(C3CC(c4cccs4)=NN3C(=O)CCC(=O)O)cc2c1 (stereo unspecified)	3	139*	-1	12	-0.3	-0.7	5	-9	-18
Cc1cccc(C)c1OCC(=O)Nc1ccccc1N1CCCCC1	12	101	3	-1	-1.6	-3.9	-10	33	-31
C=CCOc1ccc(/C=N/NC(=O)CC(=O)NC2CCCCC2)cc1	-4	100	2	4	-1.3	-1.4	-3	44	-33
CCCc1n(CC(O)COC2CCCCC2)c2ccccc2[n+]1C (stereo unspecified)	-11	110	1	-6	0.1	-2.0	2	24	2
CC(C)(C)C(=O)N1CCC(O)(CS(=O)(=O)Cc2ccccc2)CC1	4	102	3	9	-7.4	-5.3	4	28	-1
CCCCSc1nnc(-c2cc3c(C(F)(F)F)nn(C)c3s2)n1C	-4	100	-5	24	-1.9	-3.6	7	-5	-24
CC(/C=N\NC(=O)c1ccc(C)nc1)=C\c1ccccc1	1	89	-1	2	-0.8	-2.4	-2	7	-2
c1csc(C2=Nn3c(nnc3-c3ccncc3)SC2)c1	-20	105	6	13	0.7	-3.3	-1	29	-8
O=C(CNC(=S)NC(=O)c1ccc(Cl)cc1)c1ccccc1	-10	100	3	-4	-1.5	-0.4	-11	-11	-5
CCc1ccc(CN2CCCC(CNC(=O)c3cc(OC)cc(OC)c3)C2)cc1 (stereo unspecified)	0	95	2	3	-2.1	-3.6	-9	24	11
Cc1csc(=Nc2ccccc2)n1C	5	107	3	3	-0.1	-3.6	-2	23	2
Cc1ccc2[nH]c3c(=O)n(CC(=O)NCCCN4CCN(c5ccc(F)cc5)CC4)ncc3c2c1	0	104	3	10	-5.1	-1.2	-14	17	3
CCCCOC(=O)c1ccc(NC(=S)NC(=O)c2c(Cl)cnn2C)cc1	-2	99	3	3	-2.0	0.5	7	20	-10
CC(C)(C)n1cnc(C(N)=O)c1N	2	92	-3	-7	-3.8	-0.4	7	-2	-4
COc1cccc(N2CCN(C(=O)c3ccc(CSc4nc5ccncc5[nH]4)cc3)CC2)c1	0	66	-2	-2	-1.1	-1.1	-19	26	1
CN=C(C)c1c(O)c2ccccc2oc1=O	-18	100	0	10	-3.9	-1.1	-2	2	1
O=C(NCCc1ccc(Cl)cc1)c1cnccn1	-13	101	4	11	-5.2	-2.6	8	37	-2
NS(=O)(=O)c1ccc(CNS(=O)(=O)c2cc(C(=O)O)ccc2Cl)cc1	-13	75	0	8	0.1	-0.7	16	21	1
O=C(NCC1CCCO1)C1CCN(C(=O)c2ccc(Cl)cc2)CC1 (stereo unspecified)	-6	99	1	-10	-2.0	-2.5	-7	0	-5
CCOC(=O)c1[nH]c2ccccc2c1NC(=O)C1CCCCC1	3	76*[inhibitor]	3	2	0.0	-2.2	-1	-7	-1
O=c1c(OC2OC(CO)C(O)C(O)C2OC2OC(CO)C(O)C(O)C2O)c(-c2ccc(O)cc2)oc2cc(O)cc(O)c12 (stereo unspecified)	-8	91	3	17	x	x	x	36	x
CCCN(c1ccc(OCC)cc1)S(=O)(=O)c1ccc2c(c1)CCN2C(=O)CCC(=O)O	-8	103	5	-12	-2.3	-5.5	26	27	-32
Cc1ccc(CC(=O)Nc2cccc(S(=O)(=O)N3CCOCC3)c2)cc1	-7	106	0	6	-3.2	-1.4	-1	33	-18
COC(=O)c1ccc(NC(=O)C[n+]2ccccc2)cc1	-9	100	7	6	-1.8	-2.6	5	14	4
Later entries.
SMILES	p-CIP stab down	MEKK3 PB1 HTS	IDE act	UBC9 SUMO inh	VIM-2 inh	IMP-1 inh	HCV NS3 hel inh	PHOSPHO1 inh	FID counter
CCCn1c(O)c(N=NC(=O)CNC(=O)c2ccncc2)c2ccccc21	-5	104	5	-2	1.1	-0.7	0	54	-34
COc1cc(C(=O)N2CCN(c3ncnc4sc(C)c(C)c34)CC2)cc(OC)c1OC	-33	98	-5	37	-2.2	-2.4	1	-8	-38
CC(NC(=O)c1ccccc1)C(=O)NC1=NCCS1 (stereo unspecified)	-3	83	2	10	-1.3	-0.4	4	9	-3
O=C(OCCNC(=O)c1ccc2ccccc2n1)c1ccc(F)cc1	5	87	6	-1	-0.7	-0.5	-12	25	-31
CC(=O)c1c(O)cc(O)c(C(C)=O)c1O	-5	106	1	5	x	x	x	36	x
CC(=O)Oc1ccc(-c2cccc(C(=O)N(C)c3ccc(O)cc3)c2)cc1	6	107	1	14	-3.3	-1.6	-11	1	-17
O=C(CCCSc1nnnn1-c1cccc2ccccc12)c1ccc(F)cc1	-14	110	7	-41	-2.5	-3.4	-9	24	-23
O=[N+]([O-])c1ccc(-c2nnc(CSc3nc(-c4ccccc4)nc4ccc(F)cc34)o2)cc1	x	x	x	x	-1.7	-3.3	3	x	-1
Cc1c(Cc2ccccc2)sc(/N=C/c2c(O)ccc3ccccc23)c1C(N)=O	9	102	-5	19	-4.8	-3.4	15	-1	-10
CCC(C)C(NC(=O)C1CCC(C)CC1)C(=O)NCc1ccccn1 (stereo unspecified)	1	98	4	18	-5.6	-3.1	4	-3	-16
Cc1cc(C)c2c(CC(=O)N(CCC#N)Cc3cccnc3)coc2c1	-1	x	6	7	-3.0	-5.2	7	16	-7
O=C(CN1CCC(C(=O)c2ccc(F)cc2)CC1)Nc1ccc(F)cc1	-8	46*[inhibitor]	6	-6	-2.4	3.1	0	-26	-1
O=C(Cc1ccc(N2CCNC2=O)cc1)N1CCCC(Nc2ccc(F)c(F)c2)C1 (stereo unspecified)	-4	104	0	12	-1.4	-2.9	-1	23	-27
Nc1nc(CSc2ncn(-c3ccccc3)n2)cs1	5	102	-1	7	-2.1	0.6	-10	54	-8
CC(C)(CNC(=O)c1ccc(Br)o1)N1CCOCC1	-4	97	-2	-13	-1.4	0.0	3	30	-2
CC1CCN(C(=O)c2ccc(NC(=O)c3ccccc3)cc2)CC1	-23	103	1	9	-3.3	-1.2	5	33	-44
Cc1cc(-c2n[nH]c(=S)n2/N=C/c2ccc(C)s2)n[nH]1	2	99	2	-2	-4.7	-3.1	5	49	-3
Cc1ccc(NC(=O)CNS(=O)(=O)c2ccc(F)cc2)cc1C	-11	117	0	8	-2.3	-2.1	-3	-31	-4
COc1cccc(NC(=O)CCS(=O)(=O)c2ccc3c(c2)oc(=O)n3C)c1	-7	105	4	20	-1.3	-2.3	3	28	-2
CCc1ccc2nc3nc(C)cc(C)c3c(N)c2c1	5	105	-4	38	23*	-1.6	3	4	12
N=C1/C(=C\c2ccc(-c3ccc(C(=O)O)cc3)o2)C(=O)N=C2SC=C(c3ccccc3)N12	4	95	-1	15	1.1	11*	36*	-131	-9
CCOc1ccc2nc(NCCO)[nH]c2c1	-6	102	-5	-3	-3.9	-2.7	3	25	0
COCCn1c(=NC(=O)C(C)(C)C)sc2cc([N+](=O)[O-])ccc21	-3	72*[inhibitor]	3	0	-2.5	-2.4	-2	-2	1
O=C(Nc1ccccc1C(=O)N1CCCCC1)c1cc(F)c(F)cc1Cl	-12	97	5	6	0.8	1.7	17	22	-9
O=C(NCCc1ccco1)C(=O)NCC1OCCCN1S(=O)(=O)c1cc(F)ccc1F (stereo unspecified)	-20	108	1	-2	-2.8	-1.3	8	46	-21
More entries.
SMILES	p-CIP stab down	MEKK3 PB1 HTS	IDE act	UBC9 SUMO inh	VIM-2 inh	IMP-1 inh	HCV NS3 hel inh	PHOSPHO1 inh	FID counter
CC(=O)N(CC1CCCO1)c1nnc(-c2ccccn2)s1 (stereo unspecified)	-11	99	0	29	1.0	1.0	-7	16	-3
O=C(OCc1cc(Cl)ccc1OC(F)F)c1ccc([N+](=O)[O-])o1	-14	100	x	11	-0.7	-3.1	-6	19	0
COc1ccc(OC(C)C(=O)N(C)Cc2nc(-c3ccc(OC)cc3)no2)cc1 (stereo unspecified)	-15	100	-5	15	-0.3	-1.4	-12	10	-31
CC(C)CCN1NC2(CCC(C)CC2)NC1=S (stereo unspecified)	-11	94	8	10	-2.9	-3.2	5	-130	-6
CCCCC12CN3CCN(CC(C3)/C1=N\NC(=O)c1ccccc1N)C2	2	102	8	14	-2.0	-3.6	-3	23	1
CC(=O)Nc1ccc(-n2c(C)ccc2-c2ccccc2)cc1	-2	100	4	19	-0.4	-0.9	-2	33	-3
CCOc1ccc(-c2c[n+](=O)c3c(n2[O-])CCCC3)c(OCC)c1	-5	106	-2	8	-2.2	-2.0	-4	6	-3
O=C(Nc1ccccc1)C1=C(O)CC(c2ccoc2)CC1=Nc1ccccc1 (stereo unspecified)	-14	87	4	18	-3.9	-1.9	41*	6	-13
CC1CN(CC(O)COc2ccc(C(C)C)cc2)CC(C)O1 (stereo unspecified)	2	106	1	-2	-0.2	-7.6	3	58	3
CCc1ccc(OC)c(S(=O)(=O)Nc2ccc(Cc3ccncc3)cc2)c1	-15	99	-2	12	-2.3	-0.5	-13	10	-19
COC(=O)/C(=C/c1cccc([N+](=O)[O-])c1)NC(=O)c1ccc(OC)cc1	-21	106	2	-3	-1.9	-2.5	-2	4	1
Cc1nc(N2CCN(C(c3ccccc3)c3ccccc3)CC2)[nH]c(=O)c1C	-4	93	0	-10	-3.3	-3.9	0	9	-4
Cc1ccc(C(=O)C(C)Sc2nnc(N)s2)cc1 (stereo unspecified)	-18	97	7	-1	5.1	-1.3	1	-6	-1
OCCNCc1cc(Br)ccc1OCc1ccc(F)cc1	-3	103	7	10	-2.4	-2.1	1	48	18
COC(=O)c1ccc(-n2nnnc2SCC(=O)N2CCCCC2)cc1	14	99	3	-41	-3.1	-4.9	-2	-7	-5
CCC(=O)N1CCC2(CC1)Oc1ccc(F)cc1C(=O)C21CC(c2ccc(Cl)cc2)=NO1 (stereo unspecified)	-9	93	3	-5	x	x	x	35	x
CN1CCN(c2ccc(Cl)cc2NC(=O)c2ccc(S(=O)(=O)N(C)C)cc2)CC1	3	109	4	-2	-1.8	-8.8	-2	9	7

Given with values under each structure: entries from further up.
Every second line gives: p-CIP stab down	MEKK3 PB1 HTS	IDE act	UBC9 SUMO inh	VIM-2 inh	IMP-1 inh	HCV NS3 hel inh	PHOSPHO1 inh	FID counter
- CCc1ccc(OC)c(S(=O)(=O)Nc2ccc(Cc3ccncc3)cc2)c1
 : -15	99	-2	12	-2.3	-0.5	-13	10	-19
- COC(=O)/C(=C/c1cccc([N+](=O)[O-])c1)NC(=O)c1ccc(OC)cc1
 : -21	106	2	-3	-1.9	-2.5	-2	4	1
- Cc1nc(N2CCN(C(c3ccccc3)c3ccccc3)CC2)[nH]c(=O)c1C
 : -4	93	0	-10	-3.3	-3.9	0	9	-4

An excerpt. The share of hits here may be higher or lower than overall.
